High-throughput results: PubChem, Sanford-Burnham Center for Chemical Genomics
MPTP block: mitochondrial permeability transition pore inhibitors, primary screen, biochemical, isolated mouse mitochondria, absorbance | Ca2+ swelling absorbance, 30 min | inhibition, % at 10 µM | hit rate 1.4% among 360,000;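 active = inhibition of 50% or more, scaled per plate between neutral and stimulator controls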;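 note: 0% = DMSO wells given calcium and 100% = 1 mM EGTA wells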
TIM10 inh: growth inhibitors of isogenic TIM10 control yeast, primary screen, counter-screen for tim10-1 yeast inhibitor project, luminescence, uHTS. S. cerevisiae TIM10 strain growth, BacTiter-Glo luminescence, 24 h. inhibition, % at 10 µM. hit rate 1.4% among 330,000;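 active = inhibition of 40% or more at the single tested concentration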;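 note: wild-type TIM10 isogenic control strain grown at permissive 25 °C; 0% = DMSO yeast wells and 100% = minimal medium wells without yeast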
APJ antag: antagonists of human apelin receptor APJ, primary screen, CHO-K1 cells, beta-arrestin complementation, luminescence. inhibition, % at 20 µM. hit rate 0.32% among 330,000;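 active = inhibition above about 40% at 20 µM, limit read from the data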;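 note: cells challenged with 10 nM apelin-13 agonist together with compound; plate controls were apelin-13 plus DMSO wells for no effect and DMSO wells lacking apelin-13 for full effect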
Target sequence (P35414 whole entry, looked up): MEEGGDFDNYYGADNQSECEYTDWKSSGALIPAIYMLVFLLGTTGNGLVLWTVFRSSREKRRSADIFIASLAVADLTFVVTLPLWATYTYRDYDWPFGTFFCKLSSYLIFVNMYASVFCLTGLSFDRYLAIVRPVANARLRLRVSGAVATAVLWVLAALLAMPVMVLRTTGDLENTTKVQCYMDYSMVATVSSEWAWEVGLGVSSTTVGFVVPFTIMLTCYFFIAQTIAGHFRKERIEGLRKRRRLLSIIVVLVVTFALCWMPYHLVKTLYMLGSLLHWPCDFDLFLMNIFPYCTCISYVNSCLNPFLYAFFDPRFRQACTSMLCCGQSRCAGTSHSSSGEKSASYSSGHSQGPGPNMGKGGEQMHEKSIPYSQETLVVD
tim10-1 inh: growth inhibitors of tim10-1 mutant yeast, primary screen, luminescence, uHTS. S. cerevisiae tim10-1 ts strain growth, BacTiter-Glo, 24 h. inhibition, % at 20 µM. hit rate 2.2% among 330,000;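 active = inhibition of at least 40%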;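 note: mutant grown at 25 °C; 0% = DMSO wells with yeast and 100% = wells holding no yeast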
APJ agonist: agonists of human apelin receptor APJ, primary screen, CHO-K1 cells, PathHunter beta-arrestin, luminescence. 0% DMSO wells, 100% apelin. activation, % at 20 µM. hit rate 0.11% among 330,000;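 active = activation more than six SD over the plate average, tested at 20 µM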;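 note: 0% = DMSO alone and 100% = apelin-13 at 10 nM; some results filed as inactive read as strong as hits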
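Incubation: overnight seeding, 90 min compound at 25 °C, 1 h detection; test system: PathHunter CHO-K1 APJ (AGTRL-1) beta-arrestin reporter cells; amount: 1000 cells/well; doses: one dose, 20 µM compound, 1% DMSO; measured by: beta-gal luminescence; measure: agonist-driven arrestin binding to APJ; benchmarks: negative DMSO alone, positive Apelin-13 at 10 nM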
beta cell repl: inducers of MIN6 beta-cell proliferation, primary screen, ATP luminescence, uHTS; hit rate 0.29% among 330,000; proliferation, % at 10 µM; MIN6 cells proliferation, ATPlite luminescence, 48 h; cells starved in 0.2% serum; 100% = growth in 10% serum;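 active = compounds whose signal lies at least 3.5 SD above the mean of all wells on their plate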;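 note: 0% = DMSO-treated cells in low-serum medium and 100% = 10% serum control; some compounds called inactive have numbers as strong as hits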
NALP3 yeast inh: NALP3 inflammasome inhibitors in reconstituted yeast, primary screen, luminescence, uHTS; hit rate 0.39% among 330,000; inhibition, % at 10 µM; Yeast reconstituted NLRP3/ASC/caspase-1, beta-gal luminescence, 24 h; AID 2825, 2010;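 active = inhibition of 50% or more; inactive = inhibition below 50%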;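 note: plate controls were induced DMSO wells for no effect and uninduced yeast grown without galactose for full effect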
GRIN3A LBD mod: binders of NR3A ligand-binding domain, primary screen, biophysical, differential scanning fluorimetry, uHTS; Tm shift relative to glycine control, % at 25 µM; hit rate 2.5% among 340,000; Glutamate receptor ionotropic, NMDA 3A (GRIN3A) ligand-binding domain; NR3A LBD differential scanning fluorimetry, Tm shift; 0% = protein alone, 100% = glycine-bound protein;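 active = melting temperature shift of at least 10% of the positive control shift, at one fixed dose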
tim23-1 inh: growth inhibitors of tim23-1 mutant yeast, primary screen, luminescence, uHTS; inhibition, % at 20 µM; hit rate 1.3% among 330,000; S. cerevisiae tim23-1 growth, BacTiter-Glo luminescence, 24 h;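 active = growth inhibition of the mutant yeast at or above 50%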;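 note: temperature-sensitive mutant grown at 25 °C; plate controls were DMSO-treated mutant yeast for no effect and medium wells lacking yeast for full effect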
The depositor's hits bear a star; nt = not tested or not shown.

SMILES	MPTP block	TIM10 inh	APJ antag	tim10-1 inh	APJ agonist	beta cell repl	NALP3 yeast inh	GRIN3A LBD mod	tim23-1 inh
COc1ccc(-c2c(N)nnc3c2[nH]c2ccccc23)cc1OC	-1.1	-13.2	6.5	-10.6	-5.8	-1.8	2.6	0.9	-8.2
CCN1CCCC(Sc2nc3c([nH]2)c(=S)n(C)c(=O)n3C)C1 (centres undefined)	-0.6	-2.1	-5.9	8.1	-5.3	0.6	14.2	4.7	11.6
O=C(CCNC(=O)c1ccc([N+](=O)[O-])cc1)Nc1cccc(S(=O)(=O)N2CCCCCC2)c1	-0.1	4.5	1.5	15.5	3.1	-2.3	10.8	-2.9	15.7
COc1ccc(CCNC(=O)Nc2cccc([N+](=O)[O-])c2)cc1	84.9*	6.4	13.5	-5.1	1.4	4.3	-3.4	5.9	1.9
CCOCCCNc1ncnc2c1nc1n2CCCC1	-1.1	-1.8	-20.5	17.8	-2.8	-2.8	21.1	2.4	21.9
O=C(CCc1ccc(S(=O)(=O)N2CCOCC2)cc1)Oc1ccccc1	-2.6	22.2	-4.7	28.2	-3.9	-2.2	4.7	-1.3	14.6
CCOC(=O)C1CCN(c2c(NC3CCCc4ccccc43)c(=O)c2=O)CC1 (centres undefined)	-2.0	-1.7	-8.4	5.8	-2.9	-0.6	23.4	-1.2	15.3
CC(=O)Nc1ccc(C(=O)OCc2ccc(Cl)cc2)cc1	5.3	50.3*	9.0	48.6*	-1.1	-0.7	32.1	-18.3	28.5
CCOc1ncccc1C(=O)OCC(=O)Nc1cc(S(=O)(=O)N2CCOCC2)ccc1C	-1.9	-13.1	5.1	5.1	-1.7	-1.8	-2.7	0.5	5.1
CCOC(=O)c1sc2nc(C)nc(NCc3ccc(F)cc3)c2c1C	1.8	4.8	-9.0	-27.7	0.7	-3.7	21.0	-12.7	35.0
CC(C)Cn1c(-c2cc(Br)ccc2F)nc2c1c(=O)[nH]c(=O)n2CC(C)C	1.6	-19.0	12.6	-24.6	-0.3	-1.0	-3.4	0.1	6.6
Cc1ccc(NC(=S)N(CCC(C)C)C(C)c2ccncc2)c(Cl)c1 (centres undefined)	1.2	21.7	7.5	12.4	1.3	2.3	0.6	-3.8	33.1
Cc1cc(C)c(S(=O)(=O)N2C=CC(C(F)(F)F)=NCC2)c(C)c1	-0.4	20.6	10.3	21.5	1.0	0.0	15.4	1.2	11.5
CCOc1ccc(N(C(C)=O)c2nc(C)cc(C)c2C#N)cc1	-0.7	-10.9	-8.3	22.7	-4.5	-2.6	-0.3	-1.0	9.2
O=S(=O)(Nc1nc2ccccc2s1)c1ccc(Cl)s1	78.2*	-2.5	12.5	15.6	-2.8	0.3	0.9	0.3	16.3
COc1ccc2[nH]c(C)c(CCNC(=S)Nc3cc(C)ccc3C)c2c1	1.2	-7.7	7.1	3.2	-1.8	-6.3	10.7	-5.8	-8.3
COc1ccc(NS(=O)(=O)c2cc(NC(=O)Cn3cnc4c3c(=O)n(C)c(=O)n4C)ccc2C)cc1	3.0	4.2	5.8	6.6	-2.6	-3.6	3.3	-3.0	14.6
O=C(Cc1cccc2ccccc12)N/N=C/c1ccc2cccc(O)c2n1	8.2	36.8	-20.0	11.3	-1.2	-3.8	24.0	2.4	38.3
Cc1ccc(OCC(=O)c2c[nH]c3ccccc23)c([N+](=O)[O-])n1	-4.8	2.6	12.9	-11.5	-1.2	-0.5	20.4	3.2	0.9
COC(=O)c1ccc(NC(=O)c2ccccc2NS(C)(=O)=O)cc1	0.0	11.8	3.1	17.9	-1.8	-1.3	10.8	4.9	4.1
COC(=O)C1=CO[C@@H](O[C@@H]2O[C@H](CO)[C@@H](O)[C@H](O)[C@H]2O)C2C(CO)=CCC12 (some centres undefined)	0.8	-1.7	18.4	4.9	-1.8	1.1	17.8	-1.9	17.7
CN(C)Cc1c(C(=O)N/N=C/c2ccoc2)nnn1-c1nonc1N	-1.1	-3.7	4.7	10.8	-1.4	2.1	3.9	5.4	7.5
C=CCn1cc(-c2ccccc2)cc(C#N)c1=O	-1.7	-27.8	19.9	5.7	-6.0	0.9	13.4	-0.9	-8.1
O=C(CCC(=O)N1CCOCC1)NCCc1ccc(Cl)cc1Cl	0.4	5.8	-18.6	6.5	-4.3	3.4	8.3	1.9	9.1
O=C(CNC(=O)c1ccc(C(F)(F)F)cc1)NC1CC1	-1.6	-2.9	8.0	-15.0	-2.1	-4.3	4.8	-7.3	-8.6
O=C(CCNC(=O)c1ccccc1Cl)NCC1COc2ccccc2O1 (centres undefined)	0.5	-10.0	-20.7	-16.3	-5.5	-0.6	-15.2	0.4	-11.9
C=C1c2cccc(OC)c2O[C@H](C(=O)OCC)[C@@H]1CCCCCC	-1.8	4.7	nt	21.9	nt	nt	nt	19.5*	43.8
O=C(Nc1ccc2c(c1)OCO2)C1CC(=O)N(c2ccc3c(c2)OCCO3)C1 (centres undefined)	-1.8	-12.8	-14.0	-21.7	-2.1	0.1	6.2	-2.0	-9.9
CC(=O)Nc1nc2ccccc2n1CCN(C)C	-1.7	5.8	13.2	2.5	-0.4	-0.6	9.6	1.8	8.4
CCOC(=O)C1CCCN(C(=O)COc2ccccc2O)C1 (centres undefined)	-1.0	-11.6	10.4	2.9	4.0	-1.3	10.6	-2.9	19.1
CCOc1ccc(N/C(SC)=C(/C#N)C(N)=O)cc1	-0.8	-10.3	14.9	-4.6	-1.4	-2.7	38.6	-2.0	1.4
O=C(CN1C(=O)CCSc2ccccc21)Nc1ccc2c(c1)OCCO2	-0.3	-9.0	12.6	19.2	-5.0	-0.9	11.0	-0.5	16.3
Cn1cccc1C(=O)NC(=O)COC(=O)CC12CC3CC(CC(Br)(C3)C1)C2	-1.7	18.7	4.2	36.9	-0.5	-1.2	4.2	-6.7	24.8
O=C(CSc1nc2c(sc3ccccc32)c(=O)n1CCCN1CCCC1)NCc1ccccc1	-3.9	-2.8	-14.9	8.2	-2.9	-5.7	7.8	-5.8	27.8
C[C@]1(C(=O)NCCCNc2ncc(C(F)(F)F)cc2Cl)C=C[C@@H](Cc2ccccc2)N1C(=O)c1ccccc1	-1.4	-20.7	14.8	25.2	8.2	-8.0	8.0	-6.5	-3.0
COC(=O)c1sccc1NC(=O)Nc1ccc(OC)cc1OC	-0.4	-7.2	17.6	2.3	-3.1	-2.5	28.0	-3.1	12.7
CCOC(=O)N1CCN(C(=O)c2ccc(OC)c(OC)c2)CC1	0.1	0.8	3.0	3.6	0.7	0.1	1.3	1.8	19.9
Cn1nnnc1SCc1nc2scc(-c3ccccc3)c2c(=O)[nH]1	3.2	-3.4	-16.0	-4.7	-5.9	-3.5	-11.6	-0.9	4.2
O=C(NCc1ccc(F)cc1)c1cc2c(s1)CCCC2	-0.2	-18.9	-1.6	7.2	1.6	-1.2	34.9	-2.2	21.0
Cc1ccc(Oc2nc3ccccc3n3c(C)nnc23)c(C)c1	0.0	16.6	5.1	6.8	6.0	2.0	0.2	0.6	9.0
CN1CCN(CC(=O)NC23CC4CC(CC(C4)C2)C3)CC1	1.2	-9.1	-4.6	-1.2	-7.0	-2.6	-7.2	-0.8	6.3
CC(NC(=O)C1CCC1)c1ccc(Cl)cc1 (centres undefined)	-0.5	5.6	-3.5	-4.4	-3.8	-1.3	5.0	3.3	-9.2
COc1cccc(-n2c(Cc3cc(=O)[nH]c(=O)[nH]3)nnc2SC(C)C)c1	0.2	6.5	7.2	-21.6	-0.8	1.6	4.8	-3.8	-23.5
Cc1cnc(CN2CCCC(C(=O)c3ccc4c5c(cccc35)CC4)C2)[nH]1 (centres undefined)	0.0	-348.4	7.2	-80.0	-3.8	-3.1	14.2	0.4	-159.2
CC(C)c1ccc(CC(C)C2C3=C(CCCC3=O)OC3=C2C(=O)CCC3)cc1 (centres undefined)	-1.9	3.9	-13.2	15.6	1.1	-3.9	10.5	2.6	18.5
O=C(Cn1cc(S(=O)(=O)Cc2cccc(F)c2)c2ccccc21)N1CCOCC1	0.4	0.5	-44.2	-14.3	1.2	-3.1	11.6	3.1	-14.1
Nc1nnc(CSc2ccc(Cl)cc2)s1	0.1	12.7	-21.1	22.2	0.8	-4.5	7.1	0.1	6.9
COc1cc2c(cc1NC(=O)CCCCCN1C(=O)CCC1=O)oc1ccccc12	-4.7	11.0	-9.3	12.9	0.2	-2.1	14.4	2.4	3.1
Cc1onc(C(=O)N2C(C)CCCC2C)c1[N+](=O)[O-] (centres undefined)	3.6	-2.0	-0.5	-1.9	0.4	1.1	11.1	-6.1	7.5
CCOc1ccc2ccccc2c1/C=N/NC(=O)c1cc(C)[nH]n1	1.3	1.1	7.4	-12.5	1.4	0.0	1.0	4.1	19.7
Cc1ccc(C(=O)N/C(=C\c2sccc2C)C(=O)NCCCN2CCOCC2)cc1	0.3	9.0	2.1	-8.5	-4.6	-5.7	22.0	2.8	-2.7
Cc1cc(-c2nnc(SCC(=O)Nc3ccccc3C(F)(F)F)n2N)n[nH]1	-0.9	-6.1	-8.9	9.2	13.6	-3.8	4.3	2.2	4.0
Cc1ccc(NS(=O)(=O)c2ccc(-c3ccc(=O)[nH]n3)o2)cc1	-0.7	5.8	17.9	1.3	5.2	-0.3	-16.7	-1.1	7.0
COCCNC(=S)N1CCN(Cc2cccc(OC)c2)CC1	-0.8	2.1	-0.7	0.2	-3.6	5.6	11.7	0.2	1.4
O=C(NNC(=O)c1ccccc1[N+](=O)[O-])c1ccc(NC(=O)c2ccccc2)cc1	0.4	-2.6	17.2	4.6	-3.5	-1.9	1.3	-8.7	9.9
Cc1ccc(S(=O)(=O)N/N=C/c2cccn2-c2ccc(Cl)cc2)cc1	1.6	11.9	17.2	17.0	-3.8	-0.5	4.8	-3.4	20.3

Other results.
SMILES	MPTP block	TIM10 inh	APJ antag	tim10-1 inh	APJ agonist	beta cell repl	NALP3 yeast inh	GRIN3A LBD mod	tim23-1 inh
COC(=O)c1cc(C(=O)OCC(=O)c2ccc[nH]2)cc([N+](=O)[O-])c1	0.7	-19.1	-12.0	-23.9	6.3	1.8	38.0	-1.4	2.5
O=C(O)CCC(=O)Nc1ccc(Br)cn1	-2.3	-4.2	8.9	10.2	-0.5	1.4	5.4	-1.2	7.0
CC(C1CC1)N(C(=O)NC1CCS(=O)(=O)C1)c1ccccc1 (centres undefined)	-0.3	0.4	10.5	4.2	-5.4	-2.0	3.5	0.8	-15.3
CN(c1ccccc1)S(=O)(=O)c1cccc(NC(=O)CN2C(=O)NC3(CCCCC3)C2=O)c1	0.8	2.6	6.5	-11.6	-3.0	-3.9	16.8	-0.3	-4.6
C/C(=N\NC(=S)Nc1cc(S(=O)(=O)N2CCOCC2)ccc1Cl)c1ccc(N2CCOCC2)cc1	1.9	22.6	-27.9	8.5	0.9	-0.8	22.6	-7.3	2.5
Cc1ccc(-n2[nH]c(C)c(C=Nc3ccc(S(=O)(=O)Nc4nc(C)cc(C)n4)cc3)c2=O)c(C)c1	1.8	-4.1	3.9	-10.3	-0.5	-0.4	3.7	-3.5	2.4
